M18AAP inhibitor: PfM18AAP enzyme inhibition | recombinant PfM18AAP, H-Glu-NHMec fluorogenic cleavage | inhibition, % at 7.35 µM | 1.2% of 290,000 active | AID 1822;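 active = inhibition above the campaign mean inhibition over all tested compounds plus 3 SD, cut at about 28% in these data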;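 note: 0% = plate median of test compound wells and 100% = 2 mM ZnCl2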
FID counter: displaces DNA intercalator in HCV helicase counter-screen; DNA fluorescent intercalator displacement, fluorescence; inhibition, % at 7.9 µM; 0.17% of 290,000 active; AID 1845; in the data active = inhibition above about 37%;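 note: 0% = vehicle and 100% = reference compound; higher means more ethidium bromide displaced from hairpin DNA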
IMP-1 inhibitor: inhibitors of Pseudomonas aeruginosa IMP-1 metallo-beta-lactamase; purified IMP-1, nitrocefin hydrolysis, epi-absorbance fluorescence; inhibition, % at 5.6 µM; 0.45% of 290,000 active; AID 1556;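 active = inhibition above the mean plus 3 SD of all compounds in the same screening run, cut at about 4.5% in these data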;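 note: 0% = IMP-1 with DMSO and 100% = DMSO wells lacking enzyme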
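Material – recombinant IMP-1 enzyme, purified · Amount – IMP-1 0.2 nM before substrate addition · Medium – HEPES buffer pH 7.1 with ZnSO4 and Brij 35 · Timing – 25 °C, 15 min preincubation, 25 min reaction · Measured by – plate fluorescence quenching by hydrolysis product, ex 480/em 530 nm · Read-out – percent enzyme inhibition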
NALP1 yeast inh: NALP1 inhibition; inhibition, % at 10 µM; 0.61% of 280,000 active; S. cerevisiae NALP1/ASC/caspase-1 growth, X-gal OD620, 72 h; in the data active = inhibition mostly above about 24%, no sharp cut-off; inactive = mostly below about 32%; note: some compounds called inactive have numbers as strong as hits
MEKK2 WT-MEK5: raises or lowers MEK5 binding to wildtype human MEKK2 PB1 domain; 1.1% of 290,000 active; Q9Y2U5; bead flow cytometry, Alexa488-MEK5 binding to MEKK2 WT; actives lie on both sides; binding response (% of control), % at 10 µM; AID 1531; in the data active = binding response below about 67% or above about 130%
UBC9 SUMO inh: inhibitors of human SUMOylation (UBC9) | P63279 | HTRF SUMOylation assay, SAE1/SAE2 + UBC9, in vitro | inhibition, % at 35 µM | 0.36% of 290,000 active | AID 2006; in the data active = inhibition above about 50%, passing the limit was not always enough; note: strong numbers were not always called active
Target sequence (P63279 whole entry, looked up): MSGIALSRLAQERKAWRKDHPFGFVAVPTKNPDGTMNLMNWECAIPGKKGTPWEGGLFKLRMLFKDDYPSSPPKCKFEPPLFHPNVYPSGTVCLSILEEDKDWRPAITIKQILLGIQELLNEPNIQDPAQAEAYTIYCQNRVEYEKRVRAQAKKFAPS
NS3 helicase inh: HCV NS3 helicase inhibition; NS3 helicase DNA unwinding, Cy5 molecular beacon fluorescence; inhibition, % at 10.9 µM; 0.56% of 290,000 active; AID 1800;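 active = inhibition above the mean of all tested compounds plus 3 SD, set per campaign, cut at about 35% in these data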;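 note: 0% = DMSO wells and 100% = thioflavine S control wells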
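Material: hepatitis C virus NS3 helicase domain fragment enzyme; measured by: Cy5 fluorescence, 0 and 60 min reads; control set: DMSO and thioflavine S; incubation: 60 min unwinding reaction at 25 °C after ATP addition; read-out basis: % inhibition from 60/0 min fluorescence ratio, DMSO 0%, thioflavine S 100%; repeats: singlicate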
MEKK2mut PB1 HTS: signal of MEK5 binding to mutant human MEKK2 PB1 domain | percent response, % at 10 µM | AID 1530 | 0.35% of 290,000 active | bead flow cytometry, Alexa488-MEK5 binding to MEKK2 mutant; in the data active = percent response above about 24%, passing the limit was not always enough; note: inactives centre near 1; some results filed as inactive read as strong as hits
VIM-2 inhibitor: inhibitors of Pseudomonas aeruginosa VIM-2 metallo-beta-lactamase; purified VIM-2, nitrocefin hydrolysis, epi-absorbance fluorescence; inhibition, % at 5.6 µM; 0.89% of 290,000 active;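 active = inhibition above the mean of all tested compounds plus 3 SD, cutoff set per screening run, cut at about 7.5% in these data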;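 note: red hydrolysis product quenches plate fluorescence so inhibitors raise well fluorescence; 0% = enzyme with DMSO and 100% = DMSO without enzyme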
* hit, by the source's call; . = not tested or not shown.

SMILES | M18AAP inhibitor | FID counter | IMP-1 inhibitor | NALP1 yeast inh | MEKK2 WT-MEK5 | UBC9 SUMO inh | NS3 helicase inh | MEKK2mut PB1 HTS | VIM-2 inhibitor
CCOc1cccc(C(=O)NC(c2ccccc2)C(C)C)c1 (stereo not drawn) | -8 | -14 | -0.9 | 4 | 96 | 8 | -4 | -3 | -0.3
COc1cc2oc(=O)ccc2c(OC)c1CC(O)C(C)(C)O (stereo not drawn) | . | . | . | -8 | 98 | 22 | . | -7 | .
CN(C(=O)COc1ccc2c(-c3ccccc3)cc(=O)oc2c1)C1CCS(=O)(=O)C1 (stereo not drawn) | -7 | -38 | -0.1 | 7 | 110 | 18 | 0 | 5 | 0.1
COc1ccc(OC)c(/C=C/C(=O)c2ccc(Cl)cc2)c1 | 3 | 0 | -0.2 | 20 | 104 | 4 | 6 | 10 | 1.7
CCCNC(=O)c1c(NC(=O)C2COc3ccccc3O2)sc2c1CCCC2 (stereo not drawn) | 5 | 0 | -4.3 | -4 | 98 | -20 | 5 | 2 | -2.4
COc1ccc(C(=O)N/C(=C\c2ccccc2)C(=O)Nc2ccc(C(=O)NCC(=O)O)cc2)cc1 | -9 | -36 | -4.0 | 11 | 99 | 4 | 7 | 3 | -0.5
c1ccc(CSc2nnc(-c3ccccn3)n2-c2ccccc2)cc1 | -6 | -30 | -0.4 | -2 | 92 | 12 | -2 | -2 | 1.7
COc1ccc(CNCc2ccc(C)cc2)c(OC)c1 | 2 | 4 | -2.2 | -30 | 107 | 1 | -9 | 3 | -2.2
CCCCNC(=O)Nc1ccnn1C1CCCCC1 | 1 | -7 | -2.4 | 3 | 99 | 12 | -2 | -3 | -2.1
Cc1ccccc1Nc1nnc(SCC(=O)Nc2ncc(C(F)(F)F)cc2Cl)s1 | -8 | -24 | 0.6 | 16 | 91 | -5 | 9 | -2 | -2.4
CC(Oc1ccc(Cl)cc1)C(=O)Nc1nccs1 (stereo not drawn) | -2 | -3 | -4.7 | 18 | 103 | 8 | -5 | -1 | -6.5
CC(=O)c1sc(NC(=O)C(C)(C)C)nc1C | 0 | -7 | -0.7 | 11 | 115 | -19 | 5 | 5 | -4.9
CSc1nccc(-c2cc(Cl)sc2Cl)n1 | -13 | -2 | -0.6 | 4 | 107 | -15 | -6 | 8 | -2.3
COc1cc(CNc2nc(C)c([N+](=O)[O-])c(C)c2C#N)cc(OC)c1OC | -8 | -7 | -2.3 | 6 | 113 | -16 | 5 | 0 | -0.9
CS(=O)(=O)Nc1ccc(C2=NN(S(=O)(=O)c3ccc(F)cc3)C(c3ccco3)C2)cc1 (stereo not drawn) | 3 | -15 | -2.3 | 8 | 3.0* | 2 | 1 | 18 | -0.1
CCCN(CCC(=O)Nc1cc(OC)cc(OC)c1)CC1CC1 | -12 | 9 | -1.8 | -4 | 109 | 4 | -18 | 7 | -0.8
O=C(/C=C/Nc1ccc(Oc2ccccc2)cc1)c1ccco1 | 7 | -14 | -1.3 | -11 | 95 | 11 | -1 | -3 | -1.7
Cc1c(Nc2nc3ccccc3nc2NS(=O)(=O)c2cccs2)c(=O)n(-c2ccccc2)n1C | 13 | -44 | -0.7 | 13 | 96 | 21 | 16 | 1 | -1.9
O=C(O)c1ccccc1C(=O)c1ccc(Cl)cc1 | -7 | -1 | -3.2 | 24 | 100 | 2 | -7 | 1 | 7.7
Cc1cccc(C(=O)OCc2cncs2)c1 | -8 | -3 | -2.9 | 28 | 107 | 18 | 0 | 2 | -4.0
CCOC(=O)c1c(-c2cccs2)csc1NC(=O)c1ccncc1 | 1 | 2 | -3.5 | 13 | 103 | 21 | 4 | 2 | -2.6
COc1ccc(-c2csc(N(CCCN(C)C)C(=O)c3ccc(F)cc3)n2)cc1 | -1 | 14 | -3.3 | 18 | 140* | 7 | -18 | 25* | -1.0
CCC(Sc1ccc2nnc(CCNS(=O)(=O)c3ccc(OC)cc3)n2n1)C(=O)OC (stereo not drawn) | -5 | -17 | 1.0 | 5 | 94 | 6 | -8 | -4 | -1.4
CCCN(CCO)C1CCN(CCc2ccccc2)CC1 | -4 | 10 | -4.1 | . | 105 | 7 | 5 | 4 | -2.4

4 entries from above, ordered by molecular weight, descending:
SMILES | M18AAP inhibitor | FID counter | IMP-1 inhibitor | NALP1 yeast inh | MEKK2 WT-MEK5 | UBC9 SUMO inh | NS3 helicase inh | MEKK2mut PB1 HTS | VIM-2 inhibitor
CCC(Sc1ccc2nnc(CCNS(=O)(=O)c3ccc(OC)cc3)n2n1)C(=O)OC (stereo not drawn) | -5 | -17 | 1.0 | 5 | 94 | 6 | -8 | -4 | -1.4
Cc1ccccc1Nc1nnc(SCC(=O)Nc2ncc(C(F)(F)F)cc2Cl)s1 | -8 | -24 | 0.6 | 16 | 91 | -5 | 9 | -2 | -2.4
COc1ccc(-c2csc(N(CCCN(C)C)C(=O)c3ccc(F)cc3)n2)cc1 | -1 | 14 | -3.3 | 18 | 140* | 7 | -18 | 25* | -1.0
COc1ccc(CNCc2ccc(C)cc2)c(OC)c1 | 2 | 4 | -2.2 | -30 | 107 | 1 | -9 | 3 | -2.2

Next records follow:
SMILES | M18AAP inhibitor | FID counter | IMP-1 inhibitor | NALP1 yeast inh | MEKK2 WT-MEK5 | UBC9 SUMO inh | NS3 helicase inh | MEKK2mut PB1 HTS | VIM-2 inhibitor
COc1ccc(CC(=O)Nc2c(C(=O)N3CCN(c4ncccn4)CC3)oc3ccccc23)cc1OC | -13 | -48 | -0.8 | -5 | 107 | -5 | 0 | 2 | -2.4
COc1ccc(Br)cc1CNC(=O)CN1C(=O)C(c2ccccc2)Oc2cccnc21 (stereo not drawn) | -5 | -57 | -5.5 | -2 | 95 | 32 | 2 | 0 | -2.0
COc1ccc(-n2ccnc2)cc1 | -11 | -2 | -2.0 | -1 | 101 | 0 | 0 | 1 | -1.5
CN(C(=O)c1ccco1)c1nc(-c2ccccc2)cs1 | 2 | -6 | -1.9 | -4 | 103 | 2 | 13 | -1 | 2.5
O=C(/C=C/c1ccc(Cl)cc1)Nc1ccc(CN2CCOCC2)cc1 | 1 | 23 | -1.0 | 20 | 140* | 2 | -30 | 31 | -1.4
COc1ccc(S(=O)(=O)Nc2ccc(N3CCOCC3)cc2)cc1[N+](=O)[O-] | 2 | 3 | -2.9 | 4 | 101 | 5 | 2 | 3 | -2.1
Cc1cccn2c1nc(=S)n2C(=O)c1ccco1 | 2 | 8 | -2.3 | 32 | 106 | 20 | 0 | 3 | -2.2
COc1cc(C=O)ccc1OC(=O)c1ccc(C(C)C)cc1 | 2 | -10 | -2.2 | 5 | 97 | -4 | -8 | -1 | -1.4
CC(C)(C)c1ccc(S(=O)(=O)N2C=CC(C(F)(F)F)=NCC2)cc1 | -7 | 2 | -3.4 | 18 | 100 | 8 | 2 | 3 | -3.9
S=c1[nH]nc(C2CCCCC2)o1 | 4 | -4 | -4.5 | -15 | 98 | 3 | -12 | -2 | -0.7
Cc1cc(C)cc(OCC(=O)Nc2cc(NC(=O)COc3cc(C)cc(C)c3)cc(C(=O)O)c2)c1 | -4 | -17 | -4.3 | 0 | 104 | 14 | 22 | 8 | -1.8
CCN1CCN(C(CNS(=O)(=O)c2ccc(OC)c(C)c2)c2cccnc2)CC1 (stereo not drawn) | -3 | 10 | -3.2 | 5 | 104 | 16 | 3 | 6 | -3.1
Cc1ccc(S(=O)(=O)NN2Cc3ccccc3C2=N)cc1 | -8 | -3 | -3.2 | -14 | 103 | 5 | -9 | 0 | -1.1
CCS(=O)(=O)c1nc(S(=O)(=O)c2ccc(C)cc2)c(N2CC(C)CC(C)C2)s1 (stereo not drawn) | 3 | -49 | -2.9 | 22 | 97 | -5 | -7 | 1 | -1.8
O=C(Cn1c(=O)sc2ccccc21)Nc1ccccc1C(=O)O | 6 | -7 | -2.7 | -9 | . | 18 | 4 | . | -1.5
O=C(Nc1ccc(S(=O)(=O)Nc2ccccc2F)cc1)N1CCCCC1 | -12 | -13 | -0.9 | 10 | 105 | 14 | -3 | 8 | -0.9
Cc1sc(NC(=O)CN(Cc2ccc(F)cc2)C(=O)C(C)(C)C)c(C(N)=O)c1C | -2 | -2 | -5.6 | 30 | 99 | -15 | -2 | 21 | -2.5
CC(=O)NC(c1ccc(C)cc1)c1cc([N+](=O)[O-])c2cccnc2c1O (stereo not drawn) | 23 | -5 | -5.2 | -5 | 100 | 10 | 14 | -1 | -7.5
CN(C)S(=O)(=O)Oc1cccc(C(=O)Nc2cccc(Cl)c2)c1 | -5 | -5 | -1.2 | -2 | 111 | 8 | -11 | 3 | -1.5
COC(=O)c1ccc(N=NN2CCCCCC2)cc1 | -11 | -3 | -5.2 | 25 | 90 | 0 | 3 | 12 | -3.1
CN(C)c1ccc(C(=O)OCC(=O)NCCC2=CCCCC2)cc1 | -1 | -26 | -1.5 | 14 | 101 | 8 | 0 | 1 | -2.5
COc1ccccc1C(=O)Nc1ccc(Br)cc1C | -2 | -7 | -2.8 | -4 | 92 | 6 | -2 | -3 | -0.1
CCCCc1cc(-c2n[nH]c(=S)o2)c2ccccc2n1 | -34 | -10 | -4.9 | -15 | 99 | 12 | -11 | -1 | -6.8
CN(C)C(CNC(=O)CCC(=O)c1ccc(Br)cc1)c1ccccc1 (stereo not drawn) | 1 | 7 | -0.4 | 16 | 106 | 9 | -16 | 0 | -1.7
Cc1ccnc(Sc2nc3c(c(=O)[nH]c(=O)n3C)n2CCCc2ccccc2)n1 | 2 | -25 | -4.2 | 6 | 104 | 24 | 5 | -1 | -2.2
Cc1cc(CNC(=O)COc2ccc([N+](=O)[O-])cc2)c2ccccc2n1 | 7 | 4 | -1.9 | 15 | 95 | -9 | 3 | -1 | -2.5
CCCC1(CCC)NC(=O)N(CC(=O)c2cc(C)n(-c3ccc4c(c3)OCO4)c2C)C1=O | -11 | -3 | -3.7 | 19 | 135 | -3 | 10 | 14 | -4.7
CCN1CCN(C(=O)c2ccccc2Nc2ccc(SC(F)F)cc2)CC1 | 1 | 10 | -2.4 | -22 | 101 | 14 | -32 | -4 | -2.6
Cc1ccc(OC(=O)COc2ccccc2C)c(-n2nc3ccccc3n2)c1 | 4 | -1 | -2.1 | 1 | 99 | 2 | 0 | 1 | -1.1
CSc1ccc(CN(C)C(=O)C23CC4CC(CC(Cl)(C4)C2)C3)cc1 | 4 | -29 | -1.9 | 12 | 97 | -4 | -5 | -1 | -1.9
COc1cc(CNCCN2CCOCC2)ccc1OCC(=O)NC(C)(C)C | -3 | 4 | -2.5 | -1 | 99 | -1 | 8 | -2 | -2.1
Cc1ccccc1-c1nc(CN2CCC(C(=O)NC3CCN(Cc4ccccc4)CC3)CC2)c(C)o1 | -5 | 33 | -6.5 | . | 126 | . | -12 | 12 | -5.4
CN1CCc2c(sc3nc(SCC(=O)NCc4ccco4)n(-c4ccccc4)c(=O)c23)C1 | 39* | -22 | -2.1 | -5 | 91 | 8 | 22 | -1 | 1.0
CSCCC(=O)NC1CCCN(CCc2ccccc2)C1 (stereo not drawn) | -14 | -15 | 0.2 | -46 | 104 | 22 | -19 | 2 | -0.7
CCCOc1ccc(OC(=O)c2ccc(Br)o2)cc1 | -5 | -6 | -2.5 | -10 | 98 | 4 | -1 | 0 | -0.9
CN(CC(=O)Nc1ccccc1Cl)C(=O)COC(=O)c1cnccn1 | 2 | -2 | -3.5 | 9 | 105 | 11 | -2 | 7 | -0.9
